# Screening results as filed in PubChem BioAssay.
# T cell HTS: T cell immune modulation candidate. 2C CD8+ T cell-vesicle binding, flow cytometry; hits give low values. calls only at 7 µM. actives 0.068% (n = 330,000). AID 2052;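 active = response, share of CD8 T cells binding vesicles, and their 90th percentile fluorescence all below set limits, cut at about 80% in these data, passing the limit was not always enough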
#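 Benchmarks: naked versus QL9-loaded vesicles / Assay system: purified 2C TCR transgenic mouse naive CD8+ T cells / Technique: high-throughput flow cytometry with anti-B7-1 and anti-CD8 staining / Timing: Cell–vesicle co-incubation 1.5 h at 37 °C, staining 20 min on ice / Read-out: percent CD8+ FL2 mean versus row control / Probe or stimulus: QL9-loaded Drosophila micro-vesicles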
# NTR1 ag: agonists of NTR1, primary screen, imaging, U2OS cells, beta-arrestin-GFP, high content (AID 493036); P30989; activation, % at 20 µM; NTR1-U2OS beta-arrestin-GFP spot imaging, agonist mode; actives 0.17% (n = 330,000);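 active = activation at or above 40% of the spot to cytoplasm intensity ratio, with at least 20 cells analyzed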;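 note: 0% = DMSO without peptide and 100% = 100 nM NTR1 peptide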
# Target sequence (P30989 whole entry, looked up): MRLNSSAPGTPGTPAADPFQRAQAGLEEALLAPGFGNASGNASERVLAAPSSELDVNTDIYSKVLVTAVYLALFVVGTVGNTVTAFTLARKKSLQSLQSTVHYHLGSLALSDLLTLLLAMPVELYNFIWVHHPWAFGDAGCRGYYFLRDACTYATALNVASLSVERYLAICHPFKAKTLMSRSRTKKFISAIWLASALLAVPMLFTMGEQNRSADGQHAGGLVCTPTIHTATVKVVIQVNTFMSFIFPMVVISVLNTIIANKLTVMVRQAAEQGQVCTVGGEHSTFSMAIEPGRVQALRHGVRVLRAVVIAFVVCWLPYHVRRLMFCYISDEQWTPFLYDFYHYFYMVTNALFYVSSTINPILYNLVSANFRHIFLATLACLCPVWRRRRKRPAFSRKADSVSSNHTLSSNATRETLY
# PhoP inhibition: PhoP-dependent GFP reporter repression – Salmonella Typhimurium, primary screen (AID 1863); S. Typhimurium PhoP-regulated promoter GFP reporter, 4 h; higher % means a stronger effect; inhibition, % at 50 µM; hits with a dose series show IC50 in µM; actives 0.16% (n = 300,000);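 active = inhibition over 29.93%, a cutoff 3 SD above the screen mean, later confirmed by dose response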;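 note: 0% = low Mg2+ inducing control and 100% = high Mg2+ repressing control; strong numbers were not always called active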
# T cell HTS vesicle-bound %: also measured in T cell HTS; calls as there; double positive events, %; measured here: CD8+ vesicle-bound cell fraction;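 binding gate set so that unloaded-vesicle control wells show 10% double positive cells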
# NTR1 ag cell count 20 µM: second read-out of NTR1 ag, no call of its own (marks repeat the call); cell count; measured here: cell count, cytotoxicity flag
# * = called active by the depositor; i = inactive. A portion of the library (hit frequency here may not be typical).
Structure,PhoP inhibition,T cell HTS,NTR1 ag cell count 20 µM,T cell HTS vesicle-bound %,NTR1 ag
Cc1cnc(C(=O)OCC(=O)c2ccc[nH]2)cn1,4%,i,55,36,-0.8
Cc1cc(C)cc(NC(=O)C(=O)NCC2CCCN2S(=O)(=O)c2cccs2)c1 (stereo not drawn),-7%,i,49,48,1.0
CCC1(c2ccccc2)NC(=O)N(CC(=O)c2ccc3c(c2)OCO3)C1=O (stereo not drawn),3%,i,70,49,1.7
Cc1ccc(C(=O)C(C)OC(=O)C2CCN(c3ccc(C(F)(F)F)cn3)CC2)cc1C (stereo not drawn),-4%,i,43,46,-1.0
Cc1c(Cl)cccc1NC(=O)CSc1nc(=O)n(CCCN2CCOCC2)c2c1CCC2,-5%,i,56,35,-0.7
COc1ccc(NC(=O)CSc2nnc3ccc(-c4cccnc4)nn23)c(OC)c1,-6%,i,73,36,0.5
COCCN(Cc1ccccc1)C(=O)C1CCN(S(=O)(=O)c2ccc(OC)c(OC)c2)CC1,-3%,i,61,59,-1.4
CCCCCCCCCCCCCCCC(=O)NCCO,-1%,i,54,20,-2.4
Cc1ccc(NC(=O)c2ccc(S(=O)(=O)Nc3c(C)n(C)n(-c4ccccc4)c3=O)cc2)nc1,-5%,i,59,43,0.2
Cc1ccc(S(=O)(=O)N2CCN(C(=O)COC(=O)CCOc3ccc(C(C)(C)C)cc3)CC2)cc1,5%,i,62,40,3.0
O=C(COC(=O)c1cc([N+](=O)[O-])ccc1N1CCOCC1)c1ccc(Br)cc1,-1%,i,60,35,7.8
CS(=O)(=O)c1ccc(Cl)c(NC(=O)COC(=O)Cc2c[nH]c3ccccc23)c1,-12%,i,66,38,-0.1
Cc1ccc(NC(=O)CN(C)C(=O)c2ccccc2Sc2ccccc2C#N)cc1,5%,i,60,55,0.9
Cc1cccc(C)c1OCC(=O)NNC(=O)CCNC(=O)c1ccco1,-6%,i,74,56,0.3
COc1ccc(C(CNC(=O)C(CC(C)C)NS(=O)(=O)c2ccc(C)cc2)N2CCOCC2)cc1 (stereo not drawn),-1%,i,61,54,0.7
COc1ccc(C(=O)NCC(c2ccco2)N2CCc3ccccc32)cc1OC (stereo not drawn),1%,i,53,39,-0.4
COC(=O)[C@]1(Cc2ccccc2)N[C@H](c2ccc(-c3ccccc3)cc2)[C@@H]2C(=O)N(C)C(=O)[C@@H]21,-5%,i,97,41,1.9
CC1CCCCC12NC(=O)N(CC(=O)c1ccc3c(c1)OCO3)C2=O (stereo not drawn),1%,i,46,32,-0.9
Cc1ccccc1N1CC(C(=O)N2CCCCCC2)CC1=O (stereo not drawn),-1%,i,67,27,-0.4
Cc1ccccc1OCCC(=O)N(CC(=O)Nc1ccccc1C(F)(F)F)Cc1ccco1,8%,i,51,54,2.9
COc1ccc(NC(=O)CSc2nnc(-c3cccnc3)o2)c(OC)c1,-8%,i,43,52,0.4
O=C(NCCS(=O)(=O)N1CCN(c2ccccc2F)CC1)c1cccs1,-8%,i,50,25,0.5
CCCCCn1nc(C(=O)N(CC(C)C)c2c(N)n(CCCC)c(=O)[nH]c2=O)c2ccccc2c1=O,0%,i,67,34,0.3
CCN(C(=O)COC(=O)c1cc([N+](=O)[O-])ccc1N1CCOCC1)C1CCS(=O)(=O)C1 (stereo not drawn),8%,i,62,44,2.3
COc1ccc(-c2cc(C(=O)N3CCC3)c3ccccc3n2)cc1OC,-7%,i,69,31,-0.3
Cc1cccc2sc(N3CCN(C(=O)C4COc5ccccc5O4)CC3)nc12 (stereo not drawn),-3%,i,68,55,3.3
Cc1ccc(C)c(S(=O)(=O)Nc2ccc(C(=O)NCCCN3CCOCC3)cc2)c1,1%,i,56,29,4.7
Cc1cc(C(=O)NC2CCCCC2)c(C)o1,9%,i,57,42,-0.2
O=C(c1cc(O)c(O)c([N+](=O)[O-])c1)c1ccccc1F,-7%,i,56,24,3.1
COc1cc(Cl)c(C)cc1NC(=O)COC(=O)C1=COCCO1,14%,i,41,28,-0.8
O=C(NCC(c1ccco1)N1CCN(c2ccccc2)CC1)C(=O)NC1CCCC1 (stereo not drawn),-3%,i,66,44,0.2
Cc1c(C)n2c(SCC(=O)NC3CCCCC3)nnc2[nH]c1=O,2%,i,54,45,0.2
Cc1noc(C)c1CSCC(=O)N(CC(C)C)c1c(N)n(Cc2ccccc2)c(=O)[nH]c1=O,3%,i,63,54,-0.4
CC(=O)Nc1cc(NC(C)=O)cc(C(=O)OCC(=O)c2ccc3c(c2)NC(=O)CO3)c1,0%,i,73,40,1.8
CC1CCCN(S(=O)(=O)CCNC(=O)c2ccc3c(c2)OCO3)C1 (stereo not drawn),-7%,i,52,12,-0.4
O=C(CSc1nnc(-c2cccnc2)o1)Nc1ccccc1F,0%,i,51,25,0.5
CCN(CC(=O)Nc1c(F)cccc1F)C(=O)CCNS(=O)(=O)c1ccc(C)c(C)c1,-1%,i,60,34,-1.5
CN(C)C(CNC(=O)C1CC(=O)N(Cc2ccccc2)C1)c1ccccc1 (stereo not drawn),-2%,i,62,20,-1.2
Cc1nnc(SCC(=O)Nc2ccc3[nH]c(=O)[nH]c3c2)s1,-4%,i,49,8,-0.9
O=C(Nc1cc(F)ccc1F)c1cccc(-n2cnnn2)c1,-5%,i,39,23,-0.4
Cc1ccc(C)c(NC(=O)CN(C)C(=O)CN2C(=O)C3CCCCC3C2=O)c1 (stereo not drawn),0%,i,35,24,-0.3
CC(=O)N[C@@H](CC(=O)N[C@H](CCC(=O)O)C(=O)O)C(=O)O,1%,i,68,30,-1.2
CCOc1ccc(S(=O)(=O)NCCC(=O)N2CCCCCCC2)cc1,-3%,i,56,42,0.6
O=C(OCc1ccccc1)/C(=C(\O)c1ccccc1Br)c1ccc(-c2ccccc2)cn1,-1%,i,46,44,-5.7
Cc1ccc(C)c(S(=O)(=O)N2CCCCC2CCNC(=O)C(=O)NC2CC2)c1 (stereo not drawn),7%,i,44,58,0.3
O=C(Nc1ccc(S(=O)(=O)N2CCCC2)cc1)c1ccc(Cl)nc1,-3%,i,68,54,1.1
Cc1ccc(-n2nnnc2CNC(=O)C2CC(=O)N(c3ccc(F)cc3)C2)cc1C (stereo not drawn),-7%,i,70,45,-0.8
O=C(NC1CCN(Cc2ccccc2)CC1)c1cccc(S(=O)(=O)Nc2ccc(Br)cc2)c1,-6%,i,64,8,1.5
Cc1cc(NC(=O)COC(=O)CCNS(=O)(=O)c2ccccc2)n(-c2ccccc2)n1,10%,i,53,36,0.4
O=C(NCCS(=O)(=O)NCCc1ccccc1)c1ccccc1,6%,i,61,22,-0.5

# Taken from above.
# CN(C)C(CNC(=O)C1CC(=O)N(Cc2ccccc2)C1)c1ccccc1 (stereo not drawn) | PhoP inhibition: -2%
# Cc1cccc2sc(N3CCN(C(=O)C4COc5ccccc5O4)CC3)nc12 (stereo not drawn) | PhoP inhibition: -3%

# Reformatted: five of the compounds above.
# Results follow in this order: PhoP inhibition | T cell HTS | NTR1 ag cell count 20 µM | T cell HTS vesicle-bound % | NTR1 ag
- COc1cc(Cl)c(C)cc1NC(=O)COC(=O)C1=COCCO1
    14% | i | 41 | 28 | -0.8
- Cc1ccc(C)c(NC(=O)CN(C)C(=O)CN2C(=O)C3CCCCC3C2=O)c1 (stereo not drawn)
    0% | i | 35 | 24 | -0.3
- Cc1cc(C(=O)NC2CCCCC2)c(C)o1
    9% | i | 57 | 42 | -0.2
- Cc1cc(NC(=O)COC(=O)CCNS(=O)(=O)c2ccccc2)n(-c2ccccc2)n1
    10% | i | 53 | 36 | 0.4
- CC(=O)Nc1cc(NC(C)=O)cc(C(=O)OCC(=O)c2ccc3c(c2)NC(=O)CO3)c1
    0% | i | 73 | 40 | 1.8

# Other results follow:
Structure,PhoP inhibition,T cell HTS,NTR1 ag cell count 20 µM,T cell HTS vesicle-bound %,NTR1 ag
CNc1ccccc1C(=O)OCC(=O)N(CCOC)c1c(N)n(CC(C)C)c(=O)[nH]c1=O,4%,i,55,33,0.7
COc1ccccc1CNC(=O)Cc1csc(NC(=O)Nc2ccccc2OC)n1,3%,i,55,50,3.4
CCOC(=O)c1c(C)[nH]c(C(=O)OCc2csc(CC(=O)Nc3ccccc3C)n2)c1C,2%,i,64,53,5.6
Cc1cc(C)cc(N(CCC#N)C(=O)COC(=O)CN2C(=O)NC(C)(C)C2=O)c1,3%,i,59,45,-1.0
COc1cc2nc(N3CCN(C(=O)OCc4ccccc4)[C@H](C(=O)NC(C)(C)C)C3)nc(N)c2cc1OC,-3%,i,56,14,0.9
COc1ccc(-c2csc(NC(=O)C3CSC4(C)CCC(=O)N34)n2)c(OC)c1 (stereo not drawn),1%,i,66,29,0.2
CCC(=O)Nc1ccc(S(=O)(=O)N2CCC(c3nc4ccccc4[nH]3)CC2)cc1,4%,i,56,40,-0.8
CCOC(=O)N1CCN(C(=O)CSc2nc(=O)n3ccccc3n2)CC1,7%,i,53,43,1.1
O=C(CCNS(=O)(=O)c1ccccc1)NNC(=O)C1COc2ccccc2O1 (stereo not drawn),-2%,i,52,6,-1.5
C[C@@H](NC(=O)/C(C#N)=C/c1ccc(O)c(O)c1)c1ccccc1,-2%,i,55,12,0.4
O=C(CCc1ccccc1)Nc1cc2c3c(c1)CCC(=O)N3CCC2,4%,i,58,48,-1.1
Cc1sc2ncnc(N3CCC(C(=O)Nc4nnc(CC(C)C)s4)CC3)c2c1C,8%,i,58,45,10
Cc1ccc(S(=O)(=O)N2CCC3(CC2)OCCN3S(=O)(=O)c2c(C)cc(C)cc2C)cc1,6%,i,74,49,0.5
CCCCn1c(N)c(N(CC(C)C)C(=O)c2ccc(Cl)c(S(=O)(=O)N3CCCC3)c2)c(=O)[nH]c1=O,-8%,i,66,40,-0.6
Cc1cnc(C(=O)OCC(=O)NC(=O)c2ccccc2)cn1,2%,i,67,54,-2.0
CCN(CC(=O)Nc1c(F)cccc1F)C(=O)/C=C/c1ccc2ccccc2n1,4%,i,63,30,-0.2
O=C(Cn1c(=O)cnc2ccccc21)N1CCN(S(=O)(=O)c2cccc([N+](=O)[O-])c2)CC1,-1%,i,48,30,-0.6
COc1ccc(C(=O)N(CCc2ccccc2)Cc2ccccc2)cc1S(=O)(=O)N1CCOCC1,-4%,i,61,51,1.4
Cc1cccc(NC(=O)CSCC(=O)N(CCC(C)C)c2c(N)n(Cc3ccccc3)c(=O)[nH]c2=O)c1,1%,i,70,46,-0.4
COc1ccc(Cl)cc1C(=O)NNC(=O)c1csc(N2CCOCC2)n1,-3%,i,66,20,0.0
CC(=O)Nc1ccc(NC(=O)C(=O)NCC(c2ccco2)N2CCc3ccccc32)cc1 (stereo not drawn),1%,i,60,34,0.6
CC(OC(=O)/C=C/c1ccc2ccccc2n1)C(=O)Nc1ccc(S(N)(=O)=O)cc1 (stereo not drawn),-3%,i,69,30,2.9
CC(OC(=O)CN1C(=O)NC2(CCCC2)C1=O)C(=O)Nc1cccc(Cl)c1Cl (stereo not drawn),0%,i,54,56,1.0
O=C(Nc1cccc(Cl)c1)C1CCCCC1,-1%,i,54,24,-1.1
COc1ccc(NC(=O)CN(C)C(=O)Cc2n[nH]c(=O)c3ccccc23)cc1,4%,i,44,36,0.1
CN(C)C(CNC(=O)c1cc(S(=O)(=O)N(C)c2ccc(F)cc2)ccc1Cl)c1ccco1 (stereo not drawn),1%,i,69,53,0.2
COc1ccccc1NC(=O)Nc1nc(CC(=O)NCc2cccnc2)cs1,16%,i,74,47,-0.1
COc1ccc(CCC(=O)NCC(c2ccco2)N2CCc3ccccc32)cc1 (stereo not drawn),5%,i,52,49,-0.5
COc1ccc(OCCOC(=O)CNC(=O)c2cccc(C)c2)cc1,-5%,i,62,28,0.1
CCN(C(=O)CSc1nc2cc(S(=O)(=O)N(CC)CC)ccc2n1CC)C1CCS(=O)(=O)C1 (stereo not drawn),-8%,i,58,30,1.4
CCC(C)N(C(=O)CSc1nnc(NC(C)C)s1)C1CCS(=O)(=O)C1 (stereo not drawn),5%,i,49,50,-0.1
CCN(CC)CCNC(=O)c1ccc(NC(=O)c2ccc(S(=O)(=O)N3CCCCCC3)cc2)cc1,1%,i,57,36,1.7
O=C(NNC(=O)c1ccc(-n2cncn2)c([N+](=O)[O-])c1)c1cccc(Cl)c1,-5%,i,54,8,0.1
CN(C(=O)COC(=O)C1COc2ccccc2O1)c1c(N)n(Cc2ccccc2)c(=O)[nH]c1=O (stereo not drawn),-8%,i,63,40,-0.3
